HADH2 inh – HADH2 (human) dehydrogenase inhibition; Q99714; recombinant HADH2, NADH fluorescence, beta-hydroxybutyryl-CoA; Potency, µM (series often up to 57.1 µM), inactives show at the top dose activity change, negative = inhibition, hits mostly inhibitors; 73,000 tested, 3.4% active; AID 886; also: potency is read from the fitted curve at half-maximal effect; % is scaled to controls: 0 for no effect and ±100 for the full control effect; nearly all actives have a fitted effect of over 60% in size; many of its hits are not listed in these tables
Target sequence (Q99714 whole entry, looked up, one chain of several): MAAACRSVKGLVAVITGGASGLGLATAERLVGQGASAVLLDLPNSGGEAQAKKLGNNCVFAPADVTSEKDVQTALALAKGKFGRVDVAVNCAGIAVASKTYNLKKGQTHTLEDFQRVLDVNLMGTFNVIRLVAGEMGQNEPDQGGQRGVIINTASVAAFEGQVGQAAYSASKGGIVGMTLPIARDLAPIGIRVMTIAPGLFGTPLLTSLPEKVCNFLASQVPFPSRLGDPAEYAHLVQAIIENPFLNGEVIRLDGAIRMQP
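20 nM HADH2 + cpd, 15 min RT; add 1 mM NAD+/90 uM beta-hydroxybutyryl-CoA; kinetic fluorescence 360/450 nm, 4 min. Tris-HCl pH 9.0, 0.01% Tween-20.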
Epigenetic mod – epigenetic GFP locus derepression in mouse cells | mouse C127i GFP locus derepression, cytometry, 30 h | Potency, µM (doses to about 46.1 µM), without a hit: at the top dose GFP derepression (activation) | 68,000 tested, 0.09% active | AID 597; also: % of control where 0% means no effect
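Derepression screen: silenced CMV-GFP reporter in murine C127i cells, 30 h compound incubation at 37 C, washed cells imaged by laser-scanning cytometer to enumerate GFP-expressing objects of 20 to 120 um.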
HBB splice mod – hemoglobin beta splicing modulation; HBB splicing reporter cell assay, activation; EGFP reporter with mutant IVS2-654 intron; response scale: normalised to 500 nM splice-correcting PNA; Potency, µM (highest dose often 46.1 µM), without a hit: top-dose activation, most hits filed as activators; 65,000 tested, 0.06% active; AID 925; also: potency is read from the fitted curve at half-maximal effect; 0% is about no effect
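HeLa cells stably expressing EGFP interrupted by mutant beta-globin intron 2 (IVS2-654), 500/well in 2% FCS. Treated with compound for 2 days at 37C. Splicing correction scored as total well GFP intensity (488 nm excitation, 500-520 nm emission); 500 nM antisense PNA served as control.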
Fluorescein fluor – fluorescein region autofluorescence; 59,000 tested, 0.91% active; max fluorescein-equivalent concentration, M; AID 593; Compound autofluorescence, 480/540 nm, fluorescein-equivalent; stronger effect = higher value; in the data active = max fluorescein-equivalent concentration above about 10 nM; inconclusive = between about 1.1 nM and that limit
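Fluorescein stocks ranging 3 mM down to 300 nM, plus DMSO blanks, were pinned alongside compounds to build a per-plate standard curve. Buffer: 100 mM Tris, pH 8.0. Incubation 15 min, room temperature; filters 480/540 nm.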
UbGFP stabilizer – proteasome inhibitors stabilizing ubiquitin-GFP reporter; Ubiquitin-GFP reporter cells, proteasome inhibition, GFP fluorescence; response scale: untreated = 0%, 10 µM MG-132 = 100%; 67,000 tested, under 10 active; Potency, µM (series often up to 45.9 µM), without a hit: at the top dose activation (GFP accumulation), actives largely listed as activators; active = well fitted activation curve with a large enough effect, not every such curve was filed as active; inconclusive = small, poorly fitted or top-dose-only effect, or another doubt; inactive = no such curve, though single readings can be large or run the other way; also: potency is read from the fitted curve at half-maximal effect
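U2OS Ub(G76V)-GFP reporter; O/N plating, 0.5% FBS; cpd 46 uM–2.9 nM, 4 h, 37 °C; GFP+ cell count, 488/515 nm; norm. to basal vs 10 uM MG-132; CRC fit.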
DNA Pol III inh – DNA polymerase III holoenzyme inhibition; reconstituted DNA polymerase III holoenzyme replication, biochemical; Potency, µM (series often up to 57.1 µM), for the others: at the highest dose activity change, negative = inhibition; 71,000 tested, 0.25% active; also: potency is read from the fitted curve at half-maximal effect; % is scaled to controls: 0 for no effect and ±100 for the full control effect
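Reconstituted *E. coli* holoenzyme (0.35 nM Pol III, 1 nM beta, 154 nM SSB, 2 nM primase) was preincubated with compound for 15 min at RT. Synthesis on 1.4 nM ssM13Gori ran 35 min, then was stopped with PicoGreen/EDTA and read as dsDNA fluorescence.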
Rhodamine fluor – compound autofluorescence in rhodamine spectral region; 59,000 tested, 0.05% active; Rhodamine-region fluorescence, 547/598 nm, Tris buffer; stronger effect = higher value; AID 594; max dye-equivalent concentration, M; in the data active = max dye-equivalent concentration above about 11 nM; inconclusive = between about 1.1 nM and that limit
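qHTS spectral profiling of compounds without any target or enzyme present, in pH 8.0 Tris buffer; plates were read after a 15-minute room-temperature incubation using the rhodamine-region filter set.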
4MU fluor – compound fluoresces in the 4-MU spectral region; 59,000 tested, 11% active; AID 589; compound autofluorescence, 340/450 nm, 4-MU equivalents; stronger effect = higher value; max dye-equivalent concentration, M; in the data active = max dye-equivalent concentration above about 10 nM; inconclusive = mostly about 1.1 nM to 9.6 nM
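Intrinsic fluorescence at 340/450 nm (ex/em) was read after 15 min at room temperature in pH 8.0, 100 mM Tris. Each compound concentration expressed as 4-MU-equivalent concentration from a six-point 4-MU standard series on each plate.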
15-hLO inh – 15-hLO (ALOX15) enzyme inhibition. P16050. purified 15hLO-1, xylenol orange hydroperoxide absorbance. Potency, µM (highest dose often 57.1 µM), for inactives: at the top dose activity change, negative = inhibition, most hits filed as inhibitors. 74,000 tested, 1.4% active. AID 887; also: potency is read from the fitted curve at half-maximal effect; % is scaled to controls: 0 for no effect and ±100 for the full control effect; nearly all actives have a fitted effect of over 55% in size
Target sequence (P16050 whole entry, looked up): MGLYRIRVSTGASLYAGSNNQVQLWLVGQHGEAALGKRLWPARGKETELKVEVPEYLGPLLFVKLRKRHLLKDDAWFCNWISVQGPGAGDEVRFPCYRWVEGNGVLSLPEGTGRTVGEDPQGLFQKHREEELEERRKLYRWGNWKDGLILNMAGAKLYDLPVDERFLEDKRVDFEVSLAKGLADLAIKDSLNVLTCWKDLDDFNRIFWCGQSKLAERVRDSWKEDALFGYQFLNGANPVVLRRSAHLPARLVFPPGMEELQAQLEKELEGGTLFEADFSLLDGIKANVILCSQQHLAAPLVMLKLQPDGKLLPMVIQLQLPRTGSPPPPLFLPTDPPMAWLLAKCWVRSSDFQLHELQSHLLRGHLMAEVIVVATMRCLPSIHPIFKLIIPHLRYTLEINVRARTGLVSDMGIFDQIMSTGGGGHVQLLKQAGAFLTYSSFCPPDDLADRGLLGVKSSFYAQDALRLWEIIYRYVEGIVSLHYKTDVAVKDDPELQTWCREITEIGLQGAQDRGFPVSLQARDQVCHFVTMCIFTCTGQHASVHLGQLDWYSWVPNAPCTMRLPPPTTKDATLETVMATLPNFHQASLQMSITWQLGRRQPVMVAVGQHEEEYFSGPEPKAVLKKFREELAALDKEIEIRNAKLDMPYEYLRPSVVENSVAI
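40 nM 15hLO-1 + cpd, 15 min RT; start w/ 50 uM AA (final), 6 min RT; stop/detect w/ 200 uM XO + 300 uM Fe(II) in 50 mM H2SO4, 30 min; A573/A405. Buffer 25 mM Hepes pH 7.5, 0.01% Triton X-100. No-enzyme wells as negative control.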
Hsp90 Hop PPI – changes Hsp90-Hop TPR2A binding signal, up or down; 71,000 tested, 0.44% active; Potency, µM (titrated, usually from 57 µM), without a hit: at the top dose activity change, negative = inhibition; AlphaScreen TPR2A-His6 binding biotin-Hsp90 C-terminal peptide; AID 595; active = well fitted curve in either direction with a large enough effect; inconclusive = small, poorly fitted or top-dose-only effect, or another doubt; also: potency is read from the fitted curve at half-maximal effect; % is scaled to controls: 0 for no effect and ±100 for the full control effect; many of its hits are not listed in these tables
TexasRed autofl – compound fluoresces in the Texas Red spectral region. 59,000 tested, 0.06% active. AID 587. Compound fluorescence, Texas Red channel, 547/618 nm; stronger effect = higher value. max dye-equivalent concentration, M; in the data active = max dye-equivalent concentration above about 10 nM; inconclusive = between about 1.1 nM and that limit
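Compound fluorescence was read after 15 min at room temperature in 100 mM Tris, pH 8.0, using 547 nm excitation and 618 nm emission across a concentration series. It was expressed as Texas Red dye-equivalent concentration from an on-plate standard curve.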
* = called active by the depositor; & = joins results of further samples; [ ] = remark or other dose. Unless noted, calls follow the shape of the dose curve; as a rule, active = well fitted curve in the direction sought with a large enough effect; inconclusive = small, poorly fitted or top-dose-only effect, or another doubt; inactive = no such curve, though single readings can be large; an effect the other way counts as inactive or inconclusive. Some of the compounds tested; the hit share may differ from the screen's.

`COc1ccccc1CNc1ncncc1-c1cccc(NS(C)(=O)=O)c1` gave HADH2 inh inconclusive, Epigenetic mod -0.7%[9.22 µM], HBB splice mod 0.2%, Fluorescein fluor inconclusive, UbGFP stabilizer 1.4%, DNA Pol III inh -2.7%, Rhodamine fluor inactive, 4MU fluor inactive, 15-hLO inh -27.1%, Hsp90 Hop PPI 5.3% and TexasRed autofl inactive.
For O=C(c1ccco1)c1cn(CC(=O)N2CCCCC2)c2ccccc12 the results were HADH2 inh 3.0%, Epigenetic mod -1.7%, Fluorescein fluor inactive, UbGFP stabilizer 3.5%, DNA Pol III inh -4.1%, Rhodamine fluor inactive, 4MU fluor inconclusive, 15-hLO inh 1.1%, Hsp90 Hop PPI 1.8% and TexasRed autofl inactive.
Screening O/N=C1/C2C3CC4C5C3C1C5C1(OCCO1)C42 (stereo unspecified) returned HADH2 inh 1.8%, Epigenetic mod 0.9%, HBB splice mod 7.1%, Fluorescein fluor inactive, UbGFP stabilizer 4.9%, DNA Pol III inh -3.3%, Rhodamine fluor inactive, 4MU fluor inactive, 15-hLO inh -2.1%, Hsp90 Hop PPI -2.8% and TexasRed autofl inconclusive.
O=c1[nH]cnc2scc(C3COc4ccccc4O3)c12 (stereo unspecified) was read as HADH2 inh 13.0%, Epigenetic mod 2.9%, HBB splice mod -1.5%, Fluorescein fluor inactive, UbGFP stabilizer 4.1%, DNA Pol III inh -4.1%, Rhodamine fluor inactive, 4MU fluor inactive, 15-hLO inh -0.7%, Hsp90 Hop PPI -4.5% and TexasRed autofl inactive.
For CCCCOc1ccc(C2CC(=O)N(C)C2=O)cc1 (stereo unspecified) the results were Epigenetic mod -2.2%[20.6 µM], Fluorescein fluor inactive, Rhodamine fluor inactive, 4MU fluor inactive and TexasRed autofl inactive.
Cc1cccc(Cn2cnc3c(nnn3Cc3ccc(Cl)cc3)c2=O)c1 was read as HADH2 inh 0.2%, Epigenetic mod 4.8%, HBB splice mod -0.7%, Fluorescein fluor inactive, UbGFP stabilizer 10.8%, DNA Pol III inh 0.0%, Rhodamine fluor inactive, 4MU fluor inactive, 15-hLO inh 0.5%, Hsp90 Hop PPI 0.1% and TexasRed autofl inconclusive.
For Cc1nc2ncnn2c(C)c1CCC(=O)Nc1csc(N)n1 the results were HADH2 inh 7.9%, Epigenetic mod 0.0%, HBB splice mod -1.8%, Fluorescein fluor inactive, UbGFP stabilizer -4.8%, DNA Pol III inh 5.7%, Rhodamine fluor inactive, 4MU fluor inactive, 15-hLO inh -4.2%, Hsp90 Hop PPI -19.1% and TexasRed autofl inactive.
`N#Cc1ccc(CN2CCC3(CC2)CCN(C(=O)c2cnccn2)CC3)cc1` gave HADH2 inh 4.1%, Epigenetic mod 0.0%[9.22 µM], HBB splice mod 0.7%, Fluorescein fluor inactive, UbGFP stabilizer -12.4%, DNA Pol III inh -5.7%, Rhodamine fluor inactive, 4MU fluor inactive, 15-hLO inh -2.0%, Hsp90 Hop PPI -4.5% and TexasRed autofl inactive.
Screening COc1cccc(C2=N/C(=C\N(C)C)C(=O)O2)c1 returned HADH2 inh -21.1%, Epigenetic mod 3.0%, HBB splice mod -4.7%, UbGFP stabilizer 28.7%, DNA Pol III inh -5.6%, 15-hLO inh -1.1% and Hsp90 Hop PPI -4.6%.
For OCCN=C(c1ccccc1)C12CN3CN(CN(C3)C1)C2 the results were Epigenetic mod -0.5%[20.6 µM], Fluorescein fluor inactive, Rhodamine fluor inactive, 4MU fluor inactive and TexasRed autofl inactive.
CCOC(=O)C(C)Oc1ccc(C2NC(=O)NC(C)=C2C(=O)Nc2ccccc2C)cc1 (stereo unspecified) was read as HADH2 inh inconclusive, Epigenetic mod 2.9%, HBB splice mod -0.5%, Fluorescein fluor inactive, UbGFP stabilizer -1.6%, DNA Pol III inh -6.5%, Rhodamine fluor inactive, 4MU fluor inactive, 15-hLO inh inconclusive, Hsp90 Hop PPI -6.5% and TexasRed autofl inactive.
`CC1CCc2nn(CC(=O)Nc3ccc(F)cc3F)cc2C1` (stereo unspecified) gave HADH2 inh -0.2%, Epigenetic mod 0.0%, HBB splice mod -2.2%, UbGFP stabilizer -2.9%, DNA Pol III inh -4.2%, 15-hLO inh 3.4% and Hsp90 Hop PPI -1.1%.
Screening Cc1ccc2c(CC(=O)O)coc2c1C returned HADH2 inh 24.3%, Epigenetic mod 0.0%, HBB splice mod 0.1%[57.5 µM], Fluorescein fluor inactive, UbGFP stabilizer 6.7%, DNA Pol III inh -7.0%, Rhodamine fluor inactive, 4MU fluor inactive, 15-hLO inh -1.8%, Hsp90 Hop PPI inconclusive and TexasRed autofl inactive.
`CCOC(=O)/C(C#N)=C1\Nc2ccccc2N=C1N(CC(C)C)CC(C)C` gave Epigenetic mod 2.6%[20.6 µM], Fluorescein fluor inconclusive, Rhodamine fluor inactive, 4MU fluor 1.9e-08M* and TexasRed autofl inactive.
For CC(=O)Nc1nc2c(c3c1c(=O)oc1ccccc13)CCCCC2 the results were HADH2 inh -0.8%, Epigenetic mod -1.3%, HBB splice mod -0.6%, Fluorescein fluor inconclusive, UbGFP stabilizer -3.7%, DNA Pol III inh -6.4%, Rhodamine fluor inactive, 4MU fluor 2.09e-08M*, 15-hLO inh -5.3%, Hsp90 Hop PPI -0.7% and TexasRed autofl inactive.
CC(C)(C)S(=O)(=O)c1ccc2nc3c(n2c1)CCCC3 was read as HADH2 inh inconclusive, Epigenetic mod 3.7%, HBB splice mod 1.3%[57.5 µM], Fluorescein fluor inactive, UbGFP stabilizer -1.7%, DNA Pol III inh -8.0%, Rhodamine fluor inactive, 4MU fluor 2.08e-07M*, 15-hLO inh 5.9%, Hsp90 Hop PPI -1.5% and TexasRed autofl inactive.
Screening CCS(=O)(=O)CCn1c([N+](=O)[O-])cnc1C returned HADH2 inh -1.7%[25.6 µM], Epigenetic mod 0.0%&0.5%[20.6 µM], HBB splice mod 0.6%[20.6 µM], Fluorescein fluor inconclusive, UbGFP stabilizer -3.3%[20.5 µM], DNA Pol III inh -3.1%[25.6 µM], Rhodamine fluor inactive, 4MU fluor inactive, 15-hLO inh -10.6%, Hsp90 Hop PPI -5.6%[26 µM] and TexasRed autofl inactive.
For COC(=O)c1ccc(CSc2nnnn2Cc2ccccc2)cc1 the results were HADH2 inh -2.7%, Epigenetic mod 3.4%, HBB splice mod -2.3%, Fluorescein fluor inactive, UbGFP stabilizer 1.3%, DNA Pol III inh -2.3%, Rhodamine fluor inactive, 4MU fluor inactive, 15-hLO inh 0.7%, Hsp90 Hop PPI 20.5% and TexasRed autofl inactive.
`Cc1c(NC(=O)C(C)Sc2nc3ccccc3c(=O)n2CCO)c(=O)n(-c2ccccc2)n1C` (stereo unspecified) gave HADH2 inh 0.1%, Epigenetic mod -2.3%, HBB splice mod -2.9%, Fluorescein fluor inconclusive, UbGFP stabilizer -4.9%, DNA Pol III inh -5.3%, Rhodamine fluor inactive, 4MU fluor inactive, 15-hLO inh -0.8%, Hsp90 Hop PPI 0.5% and TexasRed autofl inconclusive.
`Cc1cccc(C)c1NC(=O)CSc1nnnn1C` gave HADH2 inh -3.5%, Epigenetic mod -1.7%, Fluorescein fluor inactive, UbGFP stabilizer -5.5%, DNA Pol III inh -3.4%, Rhodamine fluor inactive, 4MU fluor inactive, 15-hLO inh 2.4%, Hsp90 Hop PPI 2.2% and TexasRed autofl inactive.
For Cn1c(Cn2nnc3ccccc32)nnc1SCC(N)=O the results were HADH2 inh -1.3%, Epigenetic mod 4.6%, Fluorescein fluor inactive, UbGFP stabilizer 12.1%, DNA Pol III inh -8.6%, Rhodamine fluor inactive, 4MU fluor inactive, 15-hLO inh 6.9%, Hsp90 Hop PPI 4.6% and TexasRed autofl inconclusive.
`CC(C)n1c(SCc2ccccc2F)nc2c1c(=O)n(C)c(=O)n2C` gave HADH2 inh 0.8%, HBB splice mod -1.4%, UbGFP stabilizer -11.4%, DNA Pol III inh -0.2%, 15-hLO inh -10.5% and Hsp90 Hop PPI 3.3%[2.3 µM].
Cn1c(CNc2nc3ccccc3n2CCN2CCCCC2)nc2ccccc21 was read as HADH2 inh -0.8%, Epigenetic mod 5.0%, HBB splice mod 0.1%, Fluorescein fluor inconclusive, UbGFP stabilizer 8.4%, DNA Pol III inh -0.3%, Rhodamine fluor inactive, 4MU fluor inactive, 15-hLO inh 44.2%[activator], Hsp90 Hop PPI -6.7% and TexasRed autofl inconclusive.
`O=C(O)C1CCCCC1C(=O)NCCc1c[nH]c2ccccc12` (stereo unspecified) gave HADH2 inh -3.0%, Epigenetic mod 5.8%, HBB splice mod -1.5%, Fluorescein fluor inactive, UbGFP stabilizer -3.1%, DNA Pol III inh -4.9%, Rhodamine fluor inactive, 4MU fluor inactive, 15-hLO inh 4.7%, Hsp90 Hop PPI -0.6% and TexasRed autofl inactive.

From PubChem
